Source: PubChem BioAssay
GSIS activator: GLuc luminescence reporter in INS-1E cells, primary screen for activators of glucose-dependent secretion of insulin | INS-1E GLuc reporter insulin secretion, 2-3 h | AID 743287 | 370,000 tested, 0.61% active | activation, % at 16.6 µM;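 active means lowest replicate activation of at least 40%, so every replicate reaches that level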;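 further: 0% = median of neutral control wells and 100% = median of IBMX positive control wells; some compounds called inactive have numbers as strong as hits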
DENV2 CPE rescue: protects cells from dengue virus 2 cytopathic effect. DENV2-infected cells, cytopathic effect rescue, plate reader. CPE inhibition, % at 9.99 µM. 350,000 tested, 1.7% active; in the data active means CPE inhibition above about 20%, passing the limit was not always enough; inconclusive means no clear call, values can overlap the other calls; tested in BHK-21 cells;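 further: 0% = median of neutral control wells and 100% = median of positive control wells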
ERp5 inh: ERp5 (human) disulfide isomerase inhibition; ERp5 insulin aggregation, absorbance 650 nm, 90 min; inhibition, % at 9.99 µM; Q15084; 350,000 tested, 0.05% active;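 active means mean replicate inhibition above about 25%, with every replicate also reaching it, limit read from the data, passing the limit was not always enough; inconclusive means only one of those two criteria met; inactive means neither criterion met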
Target sequence (Q15084 whole entry, looked up): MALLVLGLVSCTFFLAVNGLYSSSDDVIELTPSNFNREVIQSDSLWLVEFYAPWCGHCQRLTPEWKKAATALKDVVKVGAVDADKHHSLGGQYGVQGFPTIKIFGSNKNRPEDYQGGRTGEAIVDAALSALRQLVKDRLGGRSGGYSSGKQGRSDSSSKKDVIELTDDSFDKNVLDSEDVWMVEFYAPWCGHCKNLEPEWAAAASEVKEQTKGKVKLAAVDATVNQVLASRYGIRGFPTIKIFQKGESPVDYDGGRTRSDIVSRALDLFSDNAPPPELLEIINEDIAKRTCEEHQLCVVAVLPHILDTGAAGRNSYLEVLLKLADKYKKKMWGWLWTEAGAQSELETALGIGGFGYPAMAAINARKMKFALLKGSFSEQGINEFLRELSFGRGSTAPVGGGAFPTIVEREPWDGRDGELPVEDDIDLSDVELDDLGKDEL
F508del corr: correctors of CFTR F508del function in bronchial epithelial cells; CFBE cells, YFP halide quenching; stimulated with forskolin plus potentiator P3; % fluorescence drop versus neutral controls; activity (quench increase), % at 7.58 µM; 350,000 tested, 0.36% active; AID 720511;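 active means mean added fluorescence quench of at least 8% versus neutral control, with both replicates also reaching 8%; inconclusive means only one of the mean or replicate conditions met; inactive means mean below 8% and not both replicates reaching 8%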;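 further: cells transiently co-express mutant CFTR-F508del with the halide-sensitive YFP; corrector assay measuring rescue of mutant channel to the surface after 24 h compound exposure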
PAX8 inh HTS: inhibitors of PAX8 transcriptional activity in RMG-I cells | 360,000 tested, 1.2% active | AID 652154 | RMG-I TPO-luciferase reporter, SteadyGlo, 24 h | inhibition, % at 12.6 µM;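 active means mean replicate inhibition at least 60% with every replicate also reaching 60%; inconclusive means only one of the two criteria is met; inactive means mean below 60% and not all replicates reaching 60%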;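 further: luciferase light reporting Pax8 driven TPO promoter activity; plate controls were median of neutral control wells for no effect and mitoxantrone controls for full effect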
EWS-Fli inh: EWS/Fli transcriptional activity inhibition | A673 NR0B1-luciferase reporter, viability-normalised | inhibition, % at 12.6 µM | 350,000 tested, 0.67% active | AID 651661;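 active means mean inhibition of at least 50% after viability correction, with every replicate also passing that limit; inconclusive means mean reaches 50% but only one of two replicates passes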;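 further: firefly luciferase signal divided by Alamar Blue viability fluorescence both relative to DMSO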
ARNT-TACC3 inh: disrupts binding between human ARNT and TACC3 | AlphaScreen His-ARNT PAS-B/GST-TACC3 binding, luminescence; TACC3 fragment carries E629A point mutation | Q9Y6A5 | 390,000 tested, 0.66% active | AID 623870 | inhibition, % at 9.99 µM;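 active means mean inhibition of replicates at least 50% and at least half of replicates each reaching 50%; inconclusive means half or more replicates reach 50% but mean below 50%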;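 further: 0% = complete ARNT plus TACC3 wells and 100% = ARNT alone without TACC3; many hits fall short of the cut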
XiGFP reactiv: X-chromosome reactivation activator; XiGFP mouse fibroblasts, % GFP-positive cells imaging, 3 d; cells co-treated with 5-aza-dC sensitizer; scaled so ellipticine positive control = 100%; activation, % at 7.58 µM; 360,000 tested, 0.055% active; AID 743238;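 active means mean normalized replicate activation at least 10% and every replicate at or above 10%; inconclusive means only one of the two criteria met; inactive means mean below 10% and not all replicates reach 10%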;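 further: 0% = median of on-plate neutral control wells and 100% = ellipticine 6 µM median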
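System: XiGFP fibroblasts, SV40-immortalized. Medium: DMEM plus 5-aza-dC sensitizer. Doses: single point. Timing: 3 d treatment, 15 min room-temperature fixation. Control set: ellipticine 6 µM.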
An asterisk follows results filed as active; ? = inconclusive; . = no result given.

SMILES	GSIS activator	DENV2 CPE rescue	ERp5 inh	F508del corr	PAX8 inh HTS	EWS-Fli inh	ARNT-TACC3 inh	XiGFP reactiv
Cc1noc(C)c1S(=O)(=O)Nc1ccc2c(c1)C(=O)N([C@H](C)CO)C[C@@H](C)[C@H](CN(C)S(=O)(=O)c1ccccc1)OCCCC[C@@H](C)O2	-24	-10	0	-0.9	-5	15	-2	0.3
CC(C)(C(=O)N1CCC1(C)C(=O)NS(=O)(=O)c1cccc(Cl)c1)c1ccccc1 (stereo not drawn)	41*	44*	2	3.0	1	1	.	1.5
C=CCn1c(C(C)NC(=O)c2cccc(C)c2)n[nH]c1=S (stereo not drawn)	-4	3	2	1.5	-1	6	.	0.0
COc1ccc(N(Cc2cc(=O)[nH]c3ccccc23)C(=O)C(C)C)cc1	10	-4	3	-0.5	21	9	-6	0.1
O=C(COC(=O)c1cccs1)NCC1CCCCC1	3	-3	0	-1.7	-6	-11	.	0.1
C[C@H]1CN([C@@H](C)CO)S(=O)(=O)c2ccc(C#Cc3cccnc3)cc2O[C@H]1CN(C)C(=O)C1CC1	9	-2	0	0.1	.	9	-2	-0.4
Cc1ccc(S(=O)(=O)N2CCCCC2CCNC(=O)C(=O)NCc2ccccc2)cc1 (stereo not drawn)	-34	0	-3	9.8*	53	?	-1	1.2
COC(=O)Cn1c(CCC(=O)O)ccc1-c1ccccc1	-8	?	3	2.0	8	-1	.	0.3
CC(=O)Oc1ccc(-c2cccc(C(=O)N(C)c3ccc(O)cc3)c2)cc1	-3	-3	2	0.6	5	4	1	0.0
COc1ccc(-c2nc(CS(=O)CC(=O)NCCc3ccc(C)cc3)c(C)o2)cc1OC (stereo not drawn)	-30	0	-7	3.8	-1	-1	5	0.0
COC(=O)c1sc(NC(=O)COC(=O)C2CCC2)c(C(=O)OC)c1C	1	-3	1	1.5	-13	-1	0	0.0
CCOC(=O)C1CCCN(C(=O)CCCn2nc(C)n3c(cc4sccc43)c2=O)C1 (stereo not drawn)	.	3	-9	-0.5	-27	1	-2	0.0
C[C@H]1CN([C@@H](C)CO)C(=O)Cc2cc(NC(=O)C3CCCCC3)ccc2O[C@H]1CN(C)S(C)(=O)=O	17	3	-4	0.1	-24	-3	-5	-0.1
CCOc1ccccc1/C=N/Nc1cc(C)nc2ccc(C)cc12	.	1	1	-3.1	-10	-4	-1	0.0
CCOC(=O)C1=CCN(S(=O)(=O)c2ccc(F)cc2)C1c1cccc(Cl)c1 (stereo not drawn)	-15	84*	7	4.0	4	-4	.	0.2
Cc1ccc(CNC(=O)C2CCN(S(=O)(=O)c3ccc4c(c3)CC(C)N4C(=O)C3CCC3)CC2)o1 (stereo not drawn)	-2	-3	11	0.2	9	13	0	0.1
Cc1ccc(C)c(NC(=O)CN(C)C(=O)COc2cccc3c2OC(C)(C)C3)c1	-1	5	1	-3.2	.	1	-3	0.0
CN(C)C(=O)c1cccc(-c2ccc3c(c2)[C@@H]2[C@@H](CCN2C(=O)Cc2ccccn2)[C@H](CO)N3C)c1	7	-21	.	-2.9	1	11	10	0.2
CCc1ccc(S(=O)(=O)NCc2csc(C)n2)cc1	34	4	2	2.1	12	-2	-8	0.1
Cc1noc(C)c1S(=O)(=O)Nc1ccc2c(c1)CC(=O)N([C@H](C)CO)C[C@H](C)[C@H](CN(C)C(=O)NC1CCCCC1)O2	-2	-9	0	-0.9	.	-3	2	0.0

Some of these compounds in order of the ERp5 inh value, descending:
SMILES	ERp5 inh
Cc1ccc(CNC(=O)C2CCN(S(=O)(=O)c3ccc4c(c3)CC(C)N4C(=O)C3CCC3)CC2)o1 (stereo not drawn)	11
COc1ccc(N(Cc2cc(=O)[nH]c3ccccc23)C(=O)C(C)C)cc1	3
CC(=O)Oc1ccc(-c2cccc(C(=O)N(C)c3ccc(O)cc3)c2)cc1	2
COC(=O)c1sc(NC(=O)COC(=O)C2CCC2)c(C(=O)OC)c1C	1
C[C@H]1CN([C@@H](C)CO)S(=O)(=O)c2ccc(C#Cc3cccnc3)cc2O[C@H]1CN(C)C(=O)C1CC1	0
Cc1ccc(S(=O)(=O)N2CCCCC2CCNC(=O)C(=O)NCc2ccccc2)cc1 (stereo not drawn)	-3
C[C@H]1CN([C@@H](C)CO)C(=O)Cc2cc(NC(=O)C3CCCCC3)ccc2O[C@H]1CN(C)S(C)(=O)=O	-4

As a working copy, part of the list above:
SMILES	GSIS activator	DENV2 CPE rescue	ERp5 inh	F508del corr	PAX8 inh HTS	EWS-Fli inh	ARNT-TACC3 inh	XiGFP reactiv
COC(=O)Cn1c(CCC(=O)O)ccc1-c1ccccc1	-8	?	3	2.0	8	-1	.	0.3
CC(=O)Oc1ccc(-c2cccc(C(=O)N(C)c3ccc(O)cc3)c2)cc1	-3	-3	2	0.6	5	4	1	0.0

Continuation.
SMILES	GSIS activator	DENV2 CPE rescue	ERp5 inh	F508del corr	PAX8 inh HTS	EWS-Fli inh	ARNT-TACC3 inh	XiGFP reactiv
O=C(NNc1c(Cl)cccc1Cl)c1c(F)cccc1Cl	15	4	3	-0.4	23	-4	-4	0.5
COC(=O)c1ccc(-c2ccc(/C=N/NC(=O)CC3(C)OCCCO3)o2)cc1	1	-1	2	-0.1	-88	-34	-11	-0.1
C/C(=N\NC(=O)c1cccnc1)c1nnn(-c2nonc2N)c1C	-8	8	0	1.7	16	8	-5	0.0
Cc1cccc(C)c1OCc1nnc(SCC(=O)O)n1-c1c(C)cccc1C	5	-5	-3	-0.6	18	10	.	0.0
COCCOC(=O)c1[nH]c2c(c1C)C(=O)CC(c1ccc(OC)c(OC)c1)C2 (stereo not drawn)	3	-4	2	0.9	24	14	-2	0.3
CC(NC(=S)NCc1ccc(F)cc1)C12CC3CC(CC(C3)C1)C2 (stereo not drawn)	-4	5	-11	-0.7	-6	12	-2	0.0
Cc1oc(-c2ccccc2Cl)nc1CSc1nc2c(c(=O)[nH]1)CCCC2	24	-2	-2	-0.4	-9	11	-9	-0.1
COc1cc(CNC(=O)c2cc(-c3ccc(F)cc3OC)n[nH]2)cc(OC)c1	-6	14	2	0.7	-10	-4	.	0.4
CCC(=O)NC[C@@H]1[C@@H](c2ccc(-c3ccc(OC)cc3)cc2)[C@@H](CO)N1C(C)=O	-2	42*	4	-4.5	.	.	.	0.3
O=C(NCCNC(=O)c1cc(Cl)ccc1Cl)c1ccco1	14	-7	4	1.9	-10	4	6	0.0
CC(C)[C@H](NC(=O)NCc1ccc(F)cc1)C(=O)O	-7	2	-3	-0.4	-6	-3	-1	0.1
CC(C)N1CCC(N2CCN(CCCn3cccn3)CC2CCO)CC1 (stereo not drawn)	5	1	-2	0.2	13	-30	-2	-0.1
COc1ccccc1CCNC(C)CCc1ccc(O)cc1 (stereo not drawn)	11	3	0	-2.1	-15	7	2	0.0
O=C(Nc1ncn[nH]1)c1ccc(Cl)cc1Cl	-1	8	1	3.7	-11	0	-5	0.3
C/C=C/c1ccc([C@@H]2[C@H](CO)N(CC3CC3)C23CN(C(=O)c2ccc4c(c2)OCO4)C3)cc1	-7	-4	-4	3.6	15	-10	.	0.0
O=C(C[C@H]1C=C[C@H](NC(=O)C2CCOCC2)[C@@H](CO)O1)Nc1ccc(-c2ccccc2)cc1	-4	-9	0	-1.0	8	-3	26	0.0
C[C@H]1CN([C@@H](C)CO)S(=O)(=O)c2ccc(C#CCN(C)C)cc2O[C@@H]1CN(C)C(=O)C1CCC1	-1	27*	1	-0.3	.	-5	-3	-1.3
CCC(C)NC(=O)Cn1c(=O)n(-c2ccc(OC)cc2)c(=O)c2ccc(C(=O)NCc3ccc(C)cc3)cc21 (stereo not drawn)	-7	18	3	0.1	-25	-16	6	0.0
CCOc1ccc(C(=O)Nc2ccccc2N2CCN(C(=O)c3ccccc3)CC2)cc1[N+](=O)[O-]	23	0	-2	0.4	33	6	-3	0.0
O=C(CNC(=O)c1cccs1)Nc1ncccc1O	11	-7	0	0.7	3	-8	18	-0.1
S=C(NCc1ccc(Cl)cc1)Nc1ccncc1	-53	1	-7	0.8	25	.	12	0.0
CNC(=O)/C=C/c1cccc(C(F)(F)F)c1	-3	?	0	3.7	-13	-22	6	-0.1
C=CC[C@@H](CC(=O)N[C@H](CO)Cc1ccccc1)C(=O)N[C@H](C)COC(=O)[C@@H](CC=C)Cc1ccc(F)cc1	7	?	-5	-0.3	39	1	0	-0.1
CO[C@H]1CN(C)C(=O)c2cc(NC(=O)C3CC3)ccc2OC[C@@H](C)N(C(C)=O)C[C@@H]1C	8	0	3	-2.4	0	-5	0	0.1
COc1ccccc1NS(=O)(=O)c1cc(NC(=O)c2[nH]c(C)c(C(C)=O)c2C)ccc1N1CCOCC1	-3	0	2	-2.1	39	19	7	-0.6
CCN1CCN(CC(=O)N/N=C/c2ccc(F)cc2F)CC1	4	.	.	.	2	.	-6	0.4
CCC(=O)Nc1ccc2c(c1)C(=O)N(C)[C@@H]1CC[C@@H](CC(=O)N3CCCCC3)O[C@H]1CO2	8	12	-3	0.7	1	-10	3	0.1
O=C(COC(=O)c1ccc([N+](=O)[O-])o1)Nc1cccc(S(=O)(=O)N2CCCCC2)c1	-52	6	2	3.7	7	-2	0	-0.1
CCOP(=O)(OCC)C(Nc1ccc(C)cc1)c1ccco1 (stereo not drawn)	15	2	3	-1.8	7	8	7	0.1
Cc1ccc(NC(=O)CS(=O)CC(=O)N2CCN(C3CCCC3)CC2)cc1 (stereo not drawn)	7	7	8	-1.3	2	2	-3	0.0
CC(C)(C)c1ccc(C(=O)Nn2cnnc2)cc1	19	5	1	2.1	10	8	-2	0.3
O=c1c2ccccc2oc2cc(C#Cc3ccccn3)ccc12	-7	2	9	-1.6	-249	-21	-15	0.0
CCC(=O)Nc1ccc2c(c1)C(=O)N(C)[C@@H]1CC[C@H](CC(=O)NCc3ccccc3)O[C@@H]1CO2	-3	6	0	-2.7	-6	-3	-1	0.1
COc1ccc(NC(=O)N(C)C[C@H]2Oc3cc(-c4cccc(C(=O)N(C)C)c4)ccc3S(=O)(=O)N([C@H](C)CO)C[C@H]2C)cc1	-7	3	7	0.7	-9	3	10	-1.1
COC(=O)C1=CCCCC(O)=C1C(=O)OC	8	1	2	0.4	-12	7	.	0.0
C[C@@H]1CN([C@@H](C)CO)C(=O)c2cccc(NS(=O)(=O)c3cn(C)cn3)c2O[C@H]1CN(C)Cc1ccncc1	30	0	9	2.2	3	-2	1	-0.8
CO[C@H]1CN(C)C(=O)c2cc(NC(C)=O)ccc2OC[C@H](C)N(C(=O)CC2CC2)C[C@@H]1C	-11	36*	-1	-1.2	.	-6	-10	0.0
Cn1c(=NC(=O)C2CCCCC2)sc2cc([N+](=O)[O-])ccc21	-6	.	2	0.0	11	-13	-7	0.1
CSc1nc(C)cc(Oc2ccc(=O)[nH]n2)n1	38	0	8	-2.3	0	0	-14	0.1
COc1ccc(-n2c(SCC(=O)Nc3cc(C)on3)nc3c(c2=O)SC(C)C3)cc1 (stereo not drawn)	-6	-8	-1	6.0	-14	-7	.	-0.1
